Screening data deposited in PubChem BioAssay by Sanford-Burnham Center for Chemical Genomics.
mIAP block: mouse IAP inhibition | purified mouse IAP, CDP-Star luminescence, 30 min | inhibition, % at 10 µM | 0.2% of 330,000 active | AID 2806;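 active means inhibition of at least 40% at 10 µM in the primary screen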;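 further: plate controls were DMSO with enzyme for no effect and no enzyme wells for full effect; values of inactives mirror those of a sister screen read the other way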
NALP3 yeast inh: NALP3 inhibition in yeast | 0.39% of 330,000 active | AID 2825 | inhibition, % at 10 µM | Yeast reconstituted NLRP3/ASC/caspase-1, beta-gal luminescence, 24 h;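 active means inhibition of 50% or more; inactive means inhibition below 50%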;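 further: plate controls were induced DMSO wells for no effect and uninduced yeast grown without galactose for full effect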
tim10-1 inh: inhibits growth of tim10-1 mutant yeast; S. cerevisiae tim10-1 ts strain growth, BacTiter-Glo, 24 h; inhibition, % at 20 µM; 2.2% of 330,000 active;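 active means inhibition of at least 40%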;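 further: mutant grown at 25 °C; 0% = DMSO wells with yeast and 100% = wells holding no yeast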
TIM10 inh: growth inhibitors of TIM10 yeast strain | S. cerevisiae TIM10 strain growth, BacTiter-Glo luminescence, 24 h | inhibition, % at 10 µM | 1.4% of 330,000 active;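 active means inhibition of 40% or more at the single tested concentration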;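 further: wild-type TIM10 isogenic control strain grown at permissive 25 °C; 0% = DMSO yeast wells and 100% = minimal medium wells without yeast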
mIAP act: increases mouse intestinal alkaline phosphatase activity; 0.24% of 330,000 active; activation factor at 10 µM; muIAP, CDP-Star luminescence, 30 min; stronger effect = higher value; 1 = vehicle-only enzyme signal, 0 = enzyme-free wells;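 active means activation factor of at least 2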; further: the source names both 10 and 20 µM as test concentration; values of inactives mirror those of a sister screen read the other way
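Assay system: mouse IAP enzyme / Compound: DMSO-dissolved test compounds / Timing: 30 min, room temperature / Measured by: luminescence from enzymatic CDP-Star hydrolysis / Control set: DMSO-only wells, enzyme-free buffer wells as negative control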
APOBEC3A inh: inhibitors of human APOBEC3A DNA deaminase. inhibition, % at 20 µM. 0.41% of 330,000 active. P31941. recombinant A3A, FAM/TAMRA ssDNA deamination fluorescence. AID 493011;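 active means at least 40% inhibition at 20 µM here, with at most 30% in a related deaminase screen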;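 further: plate controls were A3A with DMSO for no effect and wells lacking A3A enzyme for full effect; some results filed as inactive read as strong as hits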
beta cell repl: MIN6 beta-cell proliferation induction. 0.29% of 330,000 active. proliferation, % at 10 µM. AID 2380. MIN6 cells proliferation, ATPlite luminescence, 48 h; cells starved in 0.2% serum; 100% = growth in 10% serum;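 active means compounds whose signal lies at least 3.5 SD above the mean of all wells on their plate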;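 further: 0% = DMSO-treated cells in low-serum medium and 100% = 10% serum control; some compounds called inactive have numbers as strong as hits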
APOBEC3G inh: blocks human APOBEC3G single-stranded DNA deamination; recombinant A3G, ssDNA deamination FAM/TAMRA fluorescence; inhibition, % at 20 µM; 0.28% of 330,000 active;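 active means inhibition of at least 40% at 20 µM, with no more than 30% in the related APOBEC3A deaminase screen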;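 further: plate controls were DMSO wells with A3G for no effect and wells lacking A3G enzyme for full effect; some compounds called inactive have numbers as strong as hits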
Target sequence (Q9HC16 whole entry, looked up): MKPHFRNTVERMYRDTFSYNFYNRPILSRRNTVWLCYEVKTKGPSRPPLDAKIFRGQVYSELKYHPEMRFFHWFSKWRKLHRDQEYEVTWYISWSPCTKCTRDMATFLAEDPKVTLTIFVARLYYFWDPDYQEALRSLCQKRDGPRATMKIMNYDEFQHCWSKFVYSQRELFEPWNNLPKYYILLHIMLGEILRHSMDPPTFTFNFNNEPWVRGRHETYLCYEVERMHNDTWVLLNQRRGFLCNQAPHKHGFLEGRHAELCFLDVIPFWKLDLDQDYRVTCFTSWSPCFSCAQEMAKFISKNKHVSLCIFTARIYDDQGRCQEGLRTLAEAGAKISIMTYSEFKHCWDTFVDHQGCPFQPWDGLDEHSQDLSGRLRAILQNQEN
hIAP inh: blocks human intestinal alkaline phosphatase. P09923. purified IAP, CDP-Star luminescence, 30 min. inhibition, % at 10 µM. 0.12% of 330,000 active. AID 2544;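 active means inhibition reaching a set limit with compound at 10 µM in the primary screen, cut at about 35% in these data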;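 further: plate controls were DMSO wells with enzyme for no effect and no-enzyme buffer wells for full effect; values of inactives mirror those of a sister screen read the other way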
Target sequence (P09923 whole entry, looked up): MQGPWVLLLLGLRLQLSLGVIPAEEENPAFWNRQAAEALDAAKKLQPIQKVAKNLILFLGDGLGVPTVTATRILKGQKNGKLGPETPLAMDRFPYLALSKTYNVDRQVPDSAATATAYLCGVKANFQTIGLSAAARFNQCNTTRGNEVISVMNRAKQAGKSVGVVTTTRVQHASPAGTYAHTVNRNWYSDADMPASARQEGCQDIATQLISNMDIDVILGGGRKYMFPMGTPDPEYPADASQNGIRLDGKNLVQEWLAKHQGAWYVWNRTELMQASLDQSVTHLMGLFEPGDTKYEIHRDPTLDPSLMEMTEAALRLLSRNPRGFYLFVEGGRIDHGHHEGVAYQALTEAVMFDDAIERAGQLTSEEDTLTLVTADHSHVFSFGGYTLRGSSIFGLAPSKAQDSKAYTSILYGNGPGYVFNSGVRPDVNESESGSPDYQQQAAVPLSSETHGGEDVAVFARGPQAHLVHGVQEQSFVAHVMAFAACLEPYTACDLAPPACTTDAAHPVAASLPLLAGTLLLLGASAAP
Starred values were filed as active, the others as inactive.

For CCOc1ccc(CC(=O)Nc2ccc(S(=O)(=O)Nc3cc(C)on3)cc2)cc1OCC the results were mIAP block 1, NALP3 yeast inh -1, tim10-1 inh 6, TIM10 inh 1, mIAP act 0.99, APOBEC3A inh -7, beta cell repl -2, APOBEC3G inh -7 and hIAP inh 16.
`O=C(NCCN1C(=O)S/C(=C\c2ccc(OC(F)F)cc2)C1=O)c1cnccn1` gave mIAP block 1, NALP3 yeast inh 22, tim10-1 inh 19, TIM10 inh -7, mIAP act 0.99, APOBEC3A inh -6, beta cell repl 0, APOBEC3G inh -2 and hIAP inh -14.
For Cc1ccc(CNC(=O)CSc2ccc(-c3ccco3)nn2)cc1 the results were mIAP block 6, NALP3 yeast inh 12, tim10-1 inh -11, TIM10 inh -16, mIAP act 0.94, APOBEC3A inh 3, beta cell repl -4, APOBEC3G inh 2 and hIAP inh 2.
For O=C1C2ON(c3ccc(Cl)cc3)C(c3ccco3)C2C(=O)N1c1ccccc1 (stereo not drawn) the results were mIAP block -3, NALP3 yeast inh -1, tim10-1 inh 44*, TIM10 inh 7, mIAP act 1, APOBEC3A inh 2, beta cell repl -1, APOBEC3G inh -6 and hIAP inh -2.
For Cc1nc(-c2ccc3c(c2)CCC(=O)N3)cs1 the results were mIAP block -6, NALP3 yeast inh 12, tim10-1 inh 6, TIM10 inh -13, mIAP act 1.1, APOBEC3A inh -6, beta cell repl 1, APOBEC3G inh -2 and hIAP inh -11.
For N#Cc1ccc(NC(=O)c2nc(-c3ccccc3)n(-c3ccccc3)n2)cc1 the results were mIAP block 10, NALP3 yeast inh -5, tim10-1 inh 10, TIM10 inh 12, mIAP act 0.9, APOBEC3A inh 6, beta cell repl 2, APOBEC3G inh 8 and hIAP inh -15.
Screening COc1ccc2[nH]c(CN3CCC(n4nccc4NC(=O)C4CC4)CC3)c(C)c2c1 returned mIAP block -8, NALP3 yeast inh -2, tim10-1 inh 13, TIM10 inh 5, mIAP act 1.1, APOBEC3A inh -1, beta cell repl 1, APOBEC3G inh -4 and hIAP inh 4.
Cc1ccc(C(=O)NCC(=O)OCC(=O)N2CC(C)OC(C)C2)cc1 (stereo not drawn) was read as mIAP block -2, NALP3 yeast inh 8, tim10-1 inh 6, TIM10 inh 13, mIAP act 1, APOBEC3A inh 0, beta cell repl -1, APOBEC3G inh -13 and hIAP inh -16.
O=C(CN1C(=O)CCSc2ccccc21)Nc1cccc(F)c1 was read as mIAP block 5, NALP3 yeast inh -3, tim10-1 inh 18, TIM10 inh 21, mIAP act 0.95, APOBEC3A inh -1, beta cell repl -1, APOBEC3G inh -7 and hIAP inh -3.
`COc1ccc(/C=C2/C(=O)N(c3ccccc3)N=C2C)c(OC)c1` gave mIAP block 9, NALP3 yeast inh 13, tim10-1 inh 28, TIM10 inh 12, mIAP act 0.91, APOBEC3A inh -6, beta cell repl 0, APOBEC3G inh -7 and hIAP inh -7.
Cc1c(C(=O)Nc2cccc(S(=O)(=O)N3CCCC3)c2)oc2ccccc12 was read as mIAP block -1, NALP3 yeast inh -32, tim10-1 inh 11, TIM10 inh 18, mIAP act 1, APOBEC3A inh -2, beta cell repl -1, APOBEC3G inh -3 and hIAP inh -7.
For COc1ccc(/C=N/NC(=O)c2cccc(NC(=O)c3ccccc3Cl)c2)cc1 the results were mIAP block 4, NALP3 yeast inh 12, tim10-1 inh 1, TIM10 inh -2, mIAP act 0.96, APOBEC3A inh 1, beta cell repl -4, APOBEC3G inh -7 and hIAP inh 12.
Screening CN(C)C(=O)COC(=O)c1cccc(S(=O)(=O)N2CC3(C)CC2CC(C)(C)C3)c1 (stereo not drawn) returned mIAP block -11, NALP3 yeast inh 10, tim10-1 inh 13, TIM10 inh 6, mIAP act 1.1, APOBEC3A inh -4, beta cell repl -5, APOBEC3G inh -7 and hIAP inh 3.
Screening CC(OC(=O)CC1CCCC1)C(=O)Nc1ccc(S(N)(=O)=O)cc1 (stereo not drawn) returned mIAP block -1, NALP3 yeast inh -8, tim10-1 inh 0, TIM10 inh 11, mIAP act 1, APOBEC3A inh 0, beta cell repl 4, APOBEC3G inh -4 and hIAP inh -5.
CCn1cc(S(=O)(=O)NCc2ccc(OC)cc2)cn1 was read as mIAP block 4, NALP3 yeast inh 28, tim10-1 inh -1, TIM10 inh 3, mIAP act 0.95, APOBEC3A inh -5, beta cell repl -6, APOBEC3G inh -13 and hIAP inh 10.

The closing four records of the part before lead into the next.
For COc1ccc(/C=N/NC(=O)c2cccc(NC(=O)c3ccccc3Cl)c2)cc1 the results were mIAP block 4, NALP3 yeast inh 12, tim10-1 inh 1, TIM10 inh -2, mIAP act 0.96, APOBEC3A inh 1, beta cell repl -4, APOBEC3G inh -7 and hIAP inh 12.
Screening CN(C)C(=O)COC(=O)c1cccc(S(=O)(=O)N2CC3(C)CC2CC(C)(C)C3)c1 (stereo not drawn) returned mIAP block -11, NALP3 yeast inh 10, tim10-1 inh 13, TIM10 inh 6, mIAP act 1.1, APOBEC3A inh -4, beta cell repl -5, APOBEC3G inh -7 and hIAP inh 3.
Screening CC(OC(=O)CC1CCCC1)C(=O)Nc1ccc(S(N)(=O)=O)cc1 (stereo not drawn) returned mIAP block -1, NALP3 yeast inh -8, tim10-1 inh 0, TIM10 inh 11, mIAP act 1, APOBEC3A inh 0, beta cell repl 4, APOBEC3G inh -4 and hIAP inh -5.
CCn1cc(S(=O)(=O)NCc2ccc(OC)cc2)cn1 was read as mIAP block 4, NALP3 yeast inh 28, tim10-1 inh -1, TIM10 inh 3, mIAP act 0.95, APOBEC3A inh -5, beta cell repl -6, APOBEC3G inh -13 and hIAP inh 10.
Screening O=C(NCCc1ccccn1)c1c(-c2ccsc2)sc2ccccc12 returned mIAP block 5, NALP3 yeast inh 7, tim10-1 inh 8, TIM10 inh 4, mIAP act 0.95, APOBEC3A inh -4, beta cell repl -5, APOBEC3G inh -8 and hIAP inh -7.
Cc1onc(-c2ccccc2)c1C(=O)NN1CCOCC1 was read as mIAP block -2, NALP3 yeast inh 18, tim10-1 inh -6, TIM10 inh 7, mIAP act 1, APOBEC3A inh 5, beta cell repl -2, APOBEC3G inh 1 and hIAP inh 0.
For CCOC(=O)N1CCN(S(=O)(=O)c2ccc(C(=O)N(CCN(CC)CC)c3nc4c(C)cccc4s3)cc2)CC1 the results were mIAP block 4, NALP3 yeast inh 17, tim10-1 inh 40, TIM10 inh 27, mIAP act 0.96, APOBEC3A inh 0, beta cell repl 4, APOBEC3G inh -4 and hIAP inh 13.
Screening CCc1nnc(NC(=O)NC(C)(C)C)s1 returned mIAP block -2, NALP3 yeast inh 4, tim10-1 inh 1, TIM10 inh 3, mIAP act 1, APOBEC3A inh 0, beta cell repl -3, APOBEC3G inh 1 and hIAP inh 9.
For O=c1c2ccccc2sn1-c1ccc(S(=O)(=O)N2CCCC2)cc1 the results were mIAP block 7, NALP3 yeast inh 9, tim10-1 inh 31, TIM10 inh 14, mIAP act 0.93, APOBEC3A inh 4, beta cell repl -4, APOBEC3G inh 78* and hIAP inh 16.
CCCc1nnc(SCc2ccc(C(=O)OC)o2)n1N was read as mIAP block 3, NALP3 yeast inh 11, tim10-1 inh 9, TIM10 inh 4, mIAP act 0.97, APOBEC3A inh 0, beta cell repl 2, APOBEC3G inh -2 and hIAP inh -2.
For Cc1ccc(C(=O)CCC(=O)N2CCN(C(=O)c3ccco3)CC2)cc1 the results were mIAP block -1, NALP3 yeast inh 12, tim10-1 inh -29, TIM10 inh -20, mIAP act 1, APOBEC3A inh -3, beta cell repl -2, APOBEC3G inh -9 and hIAP inh -27.
`CCOc1ccc(NC(=O)Cn2nnc(C(=O)NCc3ccc(OC)cc3)c2N)cc1` gave mIAP block 5, NALP3 yeast inh -14, tim10-1 inh 9, TIM10 inh 3, mIAP act 0.95, APOBEC3A inh -3, beta cell repl -3, APOBEC3G inh -4 and hIAP inh 23.
`CCCCNc1c(-c2ccc(Sc3ccc(OC)cc3)cc2)nc2cc(C)ccn12` gave mIAP block -12, NALP3 yeast inh 7, tim10-1 inh 21, TIM10 inh 21, mIAP act 1.1, APOBEC3A inh -3, beta cell repl -6, APOBEC3G inh -7 and hIAP inh 10.
COc1ccc(-c2nnc3n2N=C(C)CS3)cc1OC was read as mIAP block 15, NALP3 yeast inh 6, tim10-1 inh 13, TIM10 inh 5, mIAP act 0.85, APOBEC3A inh 4, beta cell repl -3, APOBEC3G inh -2 and hIAP inh 4.
Screening Cc1sc2ncnc(N(C)CCc3ccccn3)c2c1C returned mIAP block -14, NALP3 yeast inh 1, tim10-1 inh 8, TIM10 inh -7, mIAP act 1.1, APOBEC3A inh -7, beta cell repl 0, APOBEC3G inh -7 and hIAP inh -7.
CC(C)NS(=O)(=O)c1ccc(NC(=O)c2cccnc2)cc1 was read as mIAP block -1, NALP3 yeast inh 0, tim10-1 inh -22, TIM10 inh -1, mIAP act 1, APOBEC3A inh -1, beta cell repl 3, APOBEC3G inh -3 and hIAP inh 4.
For O=C1NC2(O)C(=O)c3ccccc3C2(O)N1 (stereo not drawn) the results were mIAP block -1, NALP3 yeast inh 11, tim10-1 inh -18, TIM10 inh 15, mIAP act 1, APOBEC3A inh 1, beta cell repl -2, APOBEC3G inh -4 and hIAP inh 4.
Screening CC(C)C(=O)Nc1ccc2c(c1)nc(CCN1CCN(C)CC1)n2C returned mIAP block 5, NALP3 yeast inh -6, tim10-1 inh 11, TIM10 inh -8, mIAP act 0.95, APOBEC3A inh -1, beta cell repl -4, APOBEC3G inh -3 and hIAP inh 8.
CCN(CC)C(=O)c1[nH]cnc1C(=O)N[C@H](C)c1ccccc1 was read as mIAP block -5, NALP3 yeast inh -8, tim10-1 inh -1, TIM10 inh 5, mIAP act 1.1, APOBEC3A inh 0, beta cell repl -5, APOBEC3G inh -4 and hIAP inh -15.
Screening CN1CCN(c2oc(-c3ccc([N+](=O)[O-])cc3)nc2C#N)CC1 returned mIAP block 8, NALP3 yeast inh 28, tim10-1 inh -3, TIM10 inh -13, mIAP act 0.92, APOBEC3A inh 0, beta cell repl 0, APOBEC3G inh -2 and hIAP inh 4.
NC(=O)C1(N2CCCCC2)CCN(C2CC(=O)N(CCc3ccccc3)C2=O)CC1 (stereo not drawn) was read as mIAP block 7, NALP3 yeast inh 7, tim10-1 inh 9, TIM10 inh -4, mIAP act 0.93, APOBEC3A inh 0, beta cell repl -2, APOBEC3G inh -7 and hIAP inh 6.
For Cc1noc(C)c1C(=O)Nc1cc(Cl)ccc1N1CCOCC1 the results were mIAP block -2, NALP3 yeast inh 9, tim10-1 inh 15, TIM10 inh 17, mIAP act 1, APOBEC3A inh 2, beta cell repl 4, APOBEC3G inh 1 and hIAP inh -12.
`CCOC(=O)CCC(NC(=O)c1cncc(O)c1)C(=O)OCC` (stereo not drawn) gave mIAP block 5, NALP3 yeast inh 12, tim10-1 inh 1, TIM10 inh 4, mIAP act 0.95, APOBEC3A inh -2, beta cell repl 3, APOBEC3G inh -1 and hIAP inh 12.
COc1cc2[nH]c(=O)n(CCC(=O)N3CCC(N4CCCCC4)CC3)c(=O)c2cc1OC was read as mIAP block 3, NALP3 yeast inh -3, tim10-1 inh 8, TIM10 inh -1, mIAP act 0.97, APOBEC3A inh -1, beta cell repl 1, APOBEC3G inh -7 and hIAP inh 9.
